High-throughput results from PubChem BioAssay.
14-3-3 PPI: modulators of 14-3-3 gamma protein binding, primary screen, biochemical, fluorescence polarization; AID 422, 2006; inhibition, % at 40 µM; 160,000 tested, 0.19% active; FP, 14-3-3gamma / TMR-pS259-Raf peptide binding; in the data active means inhibition above about 30%;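 further: 0% = protein plus tracer without compound and 100% = blank with tracer alone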
Target sequence (P61981 whole entry, looked up): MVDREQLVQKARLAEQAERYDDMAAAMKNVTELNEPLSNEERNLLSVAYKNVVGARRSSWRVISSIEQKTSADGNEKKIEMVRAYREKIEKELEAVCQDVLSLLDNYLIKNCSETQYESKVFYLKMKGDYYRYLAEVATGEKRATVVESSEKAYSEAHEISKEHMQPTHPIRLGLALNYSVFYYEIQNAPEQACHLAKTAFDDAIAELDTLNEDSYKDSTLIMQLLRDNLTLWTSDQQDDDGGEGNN
An asterisk follows results filed as active; & = joins results of further samples. The list is partial; count on the stated rates, not on these rows.

| SMILES | 14-3-3 PPI |
| --- | --- |
| Cc1cc(C)c2c(c1)NC(c1ccc([N+](=O)[O-])cc1)C1CC=CC21 (centres undefined) | -17 |
| Cc1ccc(Cl)cc1N1CCN(Cc2nnnn2Cc2ccco2)CC1 | 4 |
| O=S(=O)(c1ccc(F)cc1)c1nc(-c2ccc(F)cc2)oc1NCCN1CCOCC1 | -5 |
| O=C(c1ccc(=O)oc1)N1CCN(c2ccc(F)cc2)CC1 | -5 |
| CCN(CC)c1ccc(-c2nc3cnccc3n2C)cc1 | -3 |
| COCCn1c(=O)[nH]c2cc(C(=O)NCCN3CCN(c4ccccc4)CC3)ccc2c1=O | 1 |
| Cc1ccc(S(=O)(=O)N(C)CC(=O)N2CCN(C(=O)c3ccco3)CC2)cc1 | -14 |
| CCOC(=O)c1cnc2ccccc2c1Nc1ccc(OCC)cc1 | -12 |
| CN1C(C=Cc2ccccc2Cl)=Nc2cccc3cccc1c23 | 1 |
| CCN(c1ccccc1)S(=O)(=O)c1cc(Br)cc2c1N(C(C)=O)C(C)C2 (centres undefined) | -7 |
| CCOc1ccc(C(=O)Nc2ccc(-n3nncc3-c3ccccc3)cc2)cc1 | 4 |
| Cc1nc(N2CCOCC2)c2cc(-c3ccccc3)sc2n1 | -6 |
| C=CCSc1nnc2n(-c3ccccc3OC)c(=O)c3c4c(sc3n12)CCC4 | -7 |
| O=C(NCc1ccccc1)NC1CCS(=O)(=O)C1 (centres undefined) | -13 |
| O=C1CC(c2cccc(Br)c2)Nc2ccc3ccccc3c21 (centres undefined) | -3 |
| c1ccc(-c2csc3nnc(SCc4ccc5c(c4)OCO5)n23)cc1 | -11 |
| Clc1ccc2nc(-c3c[nH]c4ccccc34)c(Nc3ccc4c(c3)OCCO4)n2c1 | -16 |
| CC1CCc2nn(CC(=O)N3CCCCCC3)cc2C1 (centres undefined) | 1 |
| COc1ccc(CN2C(=O)C3C(c4ccc(Br)cc4)OC4(C(=O)c5ccccc5C4=O)C3C2=O)cc1 (centres undefined) | -20 |
| O=C(CSc1nc(-c2ccccc2)cn1-c1ccc(Br)cc1)N1CCCCC1 | 5 |
| O=C(NCc1cccnc1)C1c2ccccc2C(=O)N1Cc1ccc(F)cc1 (centres undefined) | 0 |
| c1ccc(Cn2nnc3c(NCC4CCCO4)ncnc32)cc1 (centres undefined) | -1 |
| CNC(=O)c1c(NC(=O)c2ccccc2C)sc2c1CCCC2 | -8 |
| O=CNCC(=O)NCCc1ccc(Cl)cc1 | -5 |
| COc1ccc(C(=O)Oc2ccc(C=Nc3ccccc3OC)cc2[N+](=O)[O-])cc1 | -1 |
| CCc1ccccc1N(CC(=O)N1CCN(c2ccccc2)CC1)S(C)(=O)=O | -8 |
| O=C(O)CC(CP(=O)(c1ccccc1)c1ccccc1)C(=O)O (centres undefined) | 1 |
| COc1ccc(CC(=O)N2c3ccccc3CCc3ccccc32)cc1 | -6 |
| Cc1ccc2c(c1)NCC(C(=O)N1CCN(C)CC1)O2 (centres undefined) | 3 |
| CCc1ccccc1NC(=O)CN(c1ccccc1OC)S(=O)(=O)c1ccc(C)cc1 | -5 |
| Fc1cccc(CSc2nc(NCC3CCCO3)c3ccccc3n2)c1 (centres undefined) | -3 |
| COc1ccc(N)c2c1C(=O)c1ccccc1C2=O | -66 |
| CC1=C(C(=O)OCC2CCCO2)C(c2coc3ccc(Cl)cc3c2=O)C2=C(CCCC2=O)N1 (centres undefined) | -6 |
| CCn1ncc2c1C(=O)NC1c3ccccc3C(=O)N21 (centres undefined) | 2 |
| COc1ccc(C2CC(=O)C3=C(C2)NC(C)=C(C(=O)OCc2ccccc2)C3c2ccc(OC)cc2OC)cc1 (centres undefined) | 4 |
| C=CCNC(=O)c1c(O)c2cccc3c2n(c1=O)CCC3 | -2 |
| CCCC(=O)N(c1ccc2oc(C)c(C(C)=O)c2c1)S(=O)(=O)c1c(C)cc(C)cc1C | -12 |
| COc1cccc(-c2cc(C(=O)NCCN3CCOCC3)no2)c1 | -8&-5 |
| COc1ccccc1CNC(=O)c1ccc(N2CC3CC(C2)c2cccc(=O)n2C3)c(NC(=O)c2ccc(Br)o2)c1 (centres undefined) | -8 |
| CC1Cc2ccccc2N1C(=O)C1CCN(S(=O)(=O)Cc2ccccc2)CC1 (centres undefined) | -10 |
| CCc1nc(SCC(=O)NCCc2ccccc2)n[nH]1 | 2 |
| CCOC(=O)CSc1nc2sc(C(=O)O)c(C)c2c(=O)[nH]1 | -7 |
| COc1ccc(Br)cc1C(=O)Nc1nnn(C)n1 | 1 |
| COc1ccc2oc(=O)c(C(=O)N(C)C)cc2c1 | 11 |
| CC1CCN(S(=O)(=O)c2ccc(NC(=O)CN3CCN(c4ccccc4)CC3)cc2)CC1 | 1 |
| CCCC(=O)NC(Nc1ccc(S(=O)(=O)Nc2ncccn2)cc1)(C(=O)OCC)C(F)(F)F (centres undefined) | -5 |
| CCc1nc(N2CCCCC2C)c2oc3ccccc3c2n1 (centres undefined) | -5 |
| COc1ccc(-n2nc3c(c2NC(=O)c2cccc(F)c2)CS(=O)C3)cc1 (centres undefined) | -2 |
| O=C1c2ccccc2C(=O)c2cc(S(=O)(=O)n3cnc4ccccc43)ccc21 | -5 |
| CCCCNC(=O)c1ccc2c(=O)n(Cc3ccc(OC)cc3)c(=O)[nH]c2c1 | -3 |

Continued, starting with the last 2 of the part before.
| SMILES | 14-3-3 PPI |
| --- | --- |
| O=C1c2ccccc2C(=O)c2cc(S(=O)(=O)n3cnc4ccccc43)ccc21 | -5 |
| CCCCNC(=O)c1ccc2c(=O)n(Cc3ccc(OC)cc3)c(=O)[nH]c2c1 | -3 |
| CC(C)CCOC(=O)c1ccc(NC(=O)C2CCCCC2)cc1 | 3 |
| Cc1cc(OCC(O)CN2CCN(c3ccc(F)cc3)CC2)cc(C)c1Cl (centres undefined) | -5 |
| COc1ccc(-n2c(=S)[nH]c3cc(C(=O)Nc4cccc(C)c4)ccc3c2=O)cc1 | -2 |
| c1csc(-c2nn3c(C4COc5ccccc5O4)nnc3s2)c1 (centres undefined) | -12 |
| Cc1ccc(-n2ncnc2-c2ccc(Br)cc2)cc1Cl | -4 |
| Cc1ccc(CCNS(=O)(=O)c2ccc3c(c2)c(=O)n(C)c(=O)n3C)cc1 | -6 |
| CCCC(=O)Nc1ccc2c(c1)nc(CN1CCCCC1)n2C | -4 |
| O=C(CCCn1c(=O)[nH]c2cc(Cl)ccc2c1=O)N1CCN(C(=O)c2ccco2)CC1 | -5 |
| O=C(CN(Cc1ccccc1)S(=O)(=O)c1ccc2c(c1)OCCO2)Nc1ccc2c(c1)OCCO2 | -1 |
| ClC1COCc2nc3ccccc3n2C1 (centres undefined) | -4 |
| Cc1ccccc1N(C)S(=O)(=O)c1ccc2[nH]cc(C(=O)N(C)Cc3ccccc3)c(=O)c2c1 | -12 |
| CCSc1nnc(NC(=O)C2CCCCC2C(=O)OCC(F)(F)C(F)F)s1 (centres undefined) | -3 |
| Cc1ccc(C2CC(c3ccc(NS(C)(=O)=O)cc3)=NN2S(=O)(=O)c2ccccc2)cc1 (centres undefined) | -360 |
| COc1ccc(C2C=C(c3ccc(Cl)cc3)Nc3ncnn32)c(OC)c1 (centres undefined) | -65 |
| O=C(Nc1cc2c(cc1C(=O)c1ccccc1)OCCO2)c1ccc(Br)cc1 | 1 |
| Clc1cccc(Nc2nc(NCc3ccco3)c3ccccc3n2)c1 | -9 |
| CCOCCOC(=O)C1=C(C)NC(=O)NC1c1ccccc1OCC (centres undefined) | 2 |
| CC(C)c1ccc(NC(=O)C2C3C=CC4(O3)C2C(=O)N(Cc2ccc(F)cc2)C4C(=O)NC2CCCCC2)cc1 (centres undefined) | -4 |
| CCn1c(=NC(=O)c2ccc(S(=O)(=O)N3CCC(C)CC3)cc2)sc2cc([N+](=O)[O-])ccc21 | -5 |
| COc1cccc(-c2nc(-c3ccc(NC(=O)c4ccccn4)cc3)no2)c1 | -1 |
| C=CCNc1nc(NCCN2CCOCC2)nc(N2CCOCC2)n1 | -1 |
| CCc1ccc2[nH]c(=O)c(CN(Cc3ccc4c(c3)OCO4)Cc3nnnn3C3CCCC3)cc2c1 | 6 |
| O=c1ccn([C@@H]2O[C@H](COP(=O)(O)OP(=O)(O)O)[C@@H](O)[C@H]2O)c(=O)[nH]1 | 3 |
| COc1cc(Cl)c(C)cc1NC(=O)CCC(=O)Nc1ccc2nc(N3CCN(C)CC3)cc(C)c2c1 | -15 |
| O=C(O)CCN1/C(=C/C=Nc2ccccc2)Oc2ccccc21 | -3 |

Part of the list above, with the structure last:
14-3-3 PPI	molecule
-3	CCN(CC)c1ccc(-c2nc3cnccc3n2C)cc1
-1	COc1ccc(C(=O)Oc2ccc(C=Nc3ccccc3OC)cc2[N+](=O)[O-])cc1
-5	CCc1ccccc1NC(=O)CN(c1ccccc1OC)S(=O)(=O)c1ccc(C)cc1

Continuation:
| SMILES | 14-3-3 PPI |
| --- | --- |
| Cc1cccc(NC(c2ccccc2[N+](=O)[O-])c2ccc3ccc(C)nc3c2O)n1 (centres undefined) | -3 |
| COc1ccc(N2CCN(C(=O)c3cn(C)c(=O)c4c3c3ccccc3n4C)CC2)cc1 | -10&-3 |
| COc1ccc(C2C=C(c3ccc(I)cc3)Nc3nnnn32)c(OC)c1 (centres undefined) | -9 |
| O=S(=O)(/C=C/c1ccccc1)n1cnc2ccccc21 | -6 |
| COc1ccc(-n2nc(C(=O)Nc3ccc(OC)cc3OC)c3c4ccccc4n(C)c3c2=O)cc1 | -3 |
| O=C1N(CCCCN2C(=O)C3(OCCO3)c3ccccc32)c2ccccc2C12OCCO2 | -1 |
| CCOC(=O)c1c(N)n(CCC2=CCCCC2)c2nc3ccccc3nc12 | 6 |
| CC(C)NS(=O)(=O)c1ccc(OCC(=O)NCc2ccc3c(c2)OCO3)c(Cl)c1 | -1 |
| O=C(O)CSc1nc2ccccc2[nH]1 | -3 |
| CC(=O)OCC(=O)[C@@]1(O)CC[C@H]2[C@@H]3CCC4=CC(=O)C=C[C@]4(C)[C@H]3[C@@H](O)C[C@@]21C | -3 |
| COc1ccccc1CNC(=O)c1cc(=O)[nH]c2ccc(S(=O)(=O)N3CCCC3)cc12 | -7 |
| CC1CCN(S(=O)(=O)c2ccc3nc(-c4cccnc4)cc(C(=O)NC4CCCCC4)c3c2)CC1 | -17 |
| CCOC(=O)c1cn(CC(=O)Nc2ccccc2C(=O)OCC)nn1 | -9 |
| COc1ccc(N2C(=O)CSC2c2ccc(C3SCC(=O)N3c3ccc(OC)cc3OC)cc2)c(OC)c1 (centres undefined) | 2 |
| COc1ccc(S(=O)(=O)N2CCC(O)(c3ccc4c(c3)OCO4)CC2)cc1 | -3 |
| COc1ccc2c(c1OC)C(=O)OC2Nc1ccc(OC(F)(F)Cl)cc1 (centres undefined) | -4 |
| Cn1nnc2cc(NC(=O)N3CC4(C)CC3CC(C)(C)C4)ccc21 (centres undefined) | -10 |
| CC1CCCCN1S(=O)(=O)c1ccc(NC(=O)C2COc3ccccc3O2)cc1 (centres undefined) | -7 |
| CCCC(NC1CCS(=O)(=O)C1)C(=O)O (centres undefined) | 0 |
| Cc1ccc(NC(=O)CSc2nnc([C@@H]3CCCN3C(=O)OC(C)(C)C)o2)c(C)c1 | 1 |
| O=[N+]([O-])C12CC=C(OCCCl)C([N+](=O)[O-])(CN(Cc3ccccc3)C1)C2 (centres undefined) | 0 |
| CCOc1ccc(C(=O)Nc2nc(-c3ccc(CC)cc3)cs2)cc1 | -49 |
| CCOC(=O)C1=C(C)Nc2nc(SCc3ccccc3C)nn2C1c1ccc(Cl)cc1 (centres undefined) | -5 |
| O=C(NCc1cccs1)C1CCCN(S(=O)(=O)c2cccc3cccnc23)C1 (centres undefined) | -3 |
| CCCc1c(C(=O)OCC)[nH]c2c1C(=O)CCC2 | 3 |
| C=CCn1c2ccc(Cl)cc2c2nc3ccccc3nc21 | 0 |
| CCc1ccc(N2C(=O)CN(Cc3ccc(OC)c(OC)c3)C2=S)cc1 | -3 |
| CSCCC(NS(=O)(=O)c1cccs1)C(=O)NCc1cccs1 (centres undefined) | -7 |
| Cc1cccc2oc(-c3ccc(N=Cc4cc(I)ccc4O)cc3)nc12 | -35 |
| O=C(CSc1nnnn1C1CCCC1)c1ccc2c(c1)OCCO2 | 0 |
| O=C(CCCCCn1c(=O)[nH]c2ccccc2c1=O)N1CCN(Cc2ccccc2)CC1 | 0 |
| CCCCc1ccc(-c2nc(N)n[nH]2)cc1 | -5 |
| C=CCSc1nnc2c(n1)OC(C=Cc1ccccc1)N(C(C)=O)c1ccccc1-2 (centres undefined) | -6 |
| Cc1cccc(N2CCN(C(=O)CCNS(=O)(=O)c3cccs3)CC2C)c1 (centres undefined) | -7 |
| COC(=O)C1(S(=O)(=O)c2cc(Br)cc3c2N(C(C)=O)CC3)CC1 | 0 |
| CCOc1ccccc1-n1c(CN2CCN(C(=O)c3ccco3)CC2)nc2ccccc2c1=O | -1 |
| CCOC(=O)C1=C(N)N(c2ccc(OC)cc2)C2=C(C(=O)CC(C)(C)C2)C1c1ccc(Br)cc1 (centres undefined) | 12 |
| CCNC(=O)c1c(NC(=O)c2ccccc2C)sc2c1CCC(C(C)(C)C)C2 (centres undefined) | -3 |
| COc1cccc(-n2ccnc2SCC(=O)Nc2ccccc2F)c1 | -8 |
| O=C(CSc1nccn1Cc1ccccc1)Nc1nccs1 | -2 |
| Cc1csc(NC(=O)C(Cc2ccccc2)NS(=O)(=O)c2ccc(Br)s2)n1 (centres undefined) | -9 |
| COc1ccc(CCn2nnnc2C(C(C)C)N2CCC(C(N)=O)CC2)cc1OC (centres undefined) | -11 |
| Nn1c(SCc2cccc(C(F)(F)F)c2)nnc1-c1ccco1 | 0 |

Reformatted with each value named: 3 of the compounds above.
CCc1ccc(N2C(=O)CN(Cc3ccc(OC)c(OC)c3)C2=S)cc1
  14-3-3 PPI: -3

C=CCSc1nnc2c(n1)OC(C=Cc1ccccc1)N(C(C)=O)c1ccccc1-2 (centres undefined)
  14-3-3 PPI: -6

CCCCc1ccc(-c2nc(N)n[nH]2)cc1
  14-3-3 PPI: -5
